Screening results as filed in PubChem.
Yeast tox = Inhibits yeast growth, turbidity readout; 30,000 compounds, 0.3% hits; S. cerevisiae wild-type growth, A595 turbidity, 16 h; growth inhibition, % at 25 µM (by protocol);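 active = mutant and wild-type yeast strains alike exhibit over 30% growth inhibition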;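 also: 0% = untreated cell controls and 100% = YPD media blanks without cells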
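Test system: Wild-type and eIF2Bepsilon-R284H mutant S. cerevisiae, screened separately | Dosing: Single 25 µM compound dose in 0.2% DMSO | Schedule: 16 h compound exposure during growth at 30 °C | Detection: A595 turbidity | Evaluation: Growth inhibition (%) versus cell controls and blanks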
Yeast eIF2B = modulators of yeast eIF2B activity; AID 688; S. cerevisiae eIF2B-epsilon R284H, GCN4-lacZ luminescence; inhibition, % at 25 µM (by protocol); 27,000 compounds, 0.91% hits;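 active = mutant luminescence inhibited past about 50% while wild type luminescence and mutant growth stay under set limits, limit read from the data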; also: some compounds called inactive have numbers as strong as hits
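material = yeast eIF2B-epsilon R284H mutant carrying GCN4–beta-galactosidase fusion | schedule = 16 h growth with compound at 30 °C, 90 min Beta-Glo step | measured by = luminescence and A595 | compound dosing = one concentration, 25 µM, 0.25% DMSO | read-out basis = % inhibition of reporter signal and growth versus controls | buffer or medium = YPD medium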
Yeast tox inhibition % = also measured in Yeast tox; calls as there; growth inhibition, %; S. cerevisiae eIF2Bepsilon-R284H mutant growth, A595 turbidity, 16 h;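 each compound tested once at 25 µM; 0% equals untreated cells and 100% equals cell-free medium blanks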
Yeast eIF2B mutant toxicity = second read-out of Yeast eIF2B, no call of its own (marks repeat the call); growth inhibition, %; measured here: mutant yeast growth, toxicity;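 each compound tested once at 25 µM; zero equals untreated control growth and 100 equals blank medium absorbance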
Starred values were filed as active, the others as inactive; · = not tested or not shown.

SMILES | Yeast tox | Yeast tox inhibition % | Yeast eIF2B | Yeast eIF2B mutant toxicity
CC1(C)Cc2c(c(=S)nc(-c3ccccc3)n2CCOCCO)CO1 | -7 | -3 | 51* | ·
Cc1ccc(-c2c(C#N)c(N)nc3c2CCCCCC3)o1 | 33 | -29 | -10 | -29
O=C1CC(c2ccccc2)c2ccc(O)cc2O1 (stereo unspecified) | 10 | 3 | -7 | 3
CCOC(=O)c1ccc(NC(=O)CN(c2ccc(C)cc2)S(=O)(=O)c2c(C)n[nH]c2C)cc1 | -18 | -18 | 15 | -18
Cc1nc(NCCc2ccccc2)c2oc3ccccc3c2n1 | 13 | 20 | · | ·
CCOC(=O)CSc1nc2sc3c(c2c(=O)n1C1CCCCC1)CCN(C)C3 | -14 | -7 | 16 | -7
COC(=O)c1ccccc1NC(=O)CN(C)S(=O)(=O)c1ccc(OC)cc1 | 16 | 31 | -1 | 31
O=C(c1cccc(F)c1)N1CCCC(C(=O)N2CCCC2)C1 (stereo unspecified) | 0 | 5 | 12 | 5
O=C(NCc1ccncc1)C(F)(F)C(F)(F)C(=O)NCc1ccncc1 | 12 | 18 | 18 | 18
COCCSc1ccccc1C(=O)Nc1cccnc1 | 16 | 12 | · | ·
CCc1ccc(N=C2N=C(N)c3ccccc32)cc1 | 1 | 7 | 25 | 7
O=C(NCS(=O)(=O)c1ccccc1)c1ccccc1 | 2 | 4 | 20 | 4
CC(NC(=O)Cc1cccs1)c1ccncc1 (stereo unspecified) | -5 | 0 | 22 | ·
O=C(Cn1c(=O)n(Cc2ccco2)c(=O)c2c3c(sc21)CCCC3)Nc1ccccc1 | -2 | 4 | · | ·
O=C(O)C1C2C=CC(C2)C1C(=O)N1CCN(CCO)CC1 (stereo unspecified) | 8 | 3 | 4 | 3
Cc1cccc(-c2csc(N)c2C(=O)OC(C)C)c1 | 19 | 11 | -4 | 11
Cc1ccc(-n2c(=O)cc(N3CCc4ccccc4C3)[nH]c2=O)cc1 | -5 | 3 | 17 | 3
COc1ccc(-c2cc3nc[nH]c(=O)c3s2)cc1 | 23 | 11 | 29 | 11
CCN(CC)S(=O)(=O)c1cccc(C(=O)NC(C(=O)Nc2nnc(C)s2)C(C)C)c1 (stereo unspecified) | 9 | 11 | 0 | 11
COCCCNc1oc(COc2ccc(Cl)cc2Cl)nc1C#N | 9 | 19 | 16 | 19
CC(Oc1ccccc1)C(=O)Nc1ccccc1O (stereo unspecified) | 24 | 16 | -26 | 16
O=C(Nc1ccc2c(c1)OCO2)C1CCCN1C(=O)NCc1ccccc1 (stereo unspecified) | 4 | 17 | 16 | 17
CSc1nc(-c2ccccc2)nn1S(=O)(=O)c1ccccc1 | 15 | 0 | 29 | ·
CCc1ccc(CCC(=O)Nc2ccc(OC)cc2)o1 | 20 | 12 | 20 | 12
CC12CCC(C(=O)N(CCC#N)CCC#N)(CC1=O)C2(C)C (stereo unspecified) | 25 | 26 | 28 | 26

New compounds follow
SMILES | Yeast tox | Yeast tox inhibition % | Yeast eIF2B | Yeast eIF2B mutant toxicity
Cc1cccc(N(CC(=O)NC2CCCCC2)C(=O)CCCC(=O)Nc2ccccn2)c1 | -5 | 0 | 25 | ·
CCCCN(C(=O)CCC(=O)O)C1CC(=O)N(c2ccc(OCCC)cc2)C1=O (stereo unspecified) | · | · | 16 | ·
CC(C)CNC(=O)C1CCCN1S(=O)(=O)c1ccc(Cl)cc1 (stereo unspecified) | 18 | 12 | 10 | 12
O=S(=O)(Cc1ccc(Cl)cc1)CC(O)COCc1ccccc1 (stereo unspecified) | 15 | 15 | 7 | 15
COc1cc(C(=O)OC(C)CN2CCN(C)CC2)cc(OC)c1OC (stereo unspecified) | -2 | -3 | 41 | -3
c1ccc2[nH]c(CSc3nc4ccccc4s3)nc2c1 | -8 | 22 | -21 | 22
COc1cccc(C(=O)Nc2ncc3c(n2)CC(C)CC3=O)c1 (stereo unspecified) | · | · | 3 | ·
c1ccc2[nH]c(CN3CCCCCC3)nc2c1 | 1 | 0 | 1 | ·
CCOC(=O)c1cccc(N2C(=O)C3C(C2=O)C2C=CC3C23CC3)c1 (stereo unspecified) | 5 | 5 | 15 | 5
CCc1ccc2oc(=O)cc(CN3CCCCC3C)c2c1 (stereo unspecified) | 6 | -4 | 27 | -4
Oc1c(C=Nc2cccc3cccnc23)sc2ccccc12 | 3 | 15 | 34 | 15
CC1(C)Cc2c(ccc3ccccc23)/C(=C/C(=O)N2CCCCC2)N1 | -35 | -10 | -6 | -10
O=C(CSCCNS(=O)(=O)c1ccccc1)Nc1ccccc1 | 14 | 10 | 19 | 10
CCOCCn1c(=O)c2c(nc3n2CCN3c2ccccc2)n(C)c1=O | 1 | 0 | 16 | ·
CCCCNC(=O)c1nnn(-c2ccccc2)c1N | 16 | 7 | 39 | 7
NNc1ncnc2c1cnn2-c1ccccc1 | 4 | 0 | -20 | ·
O=C(c1ccccc1F)N1CCN(c2cccc(C(F)(F)F)c2)CC1 | 12 | -18 | 21 | -18
Cc1ccc2c(c1)nc(NCCCO)n2C | 21 | 13 | · | ·
O=C(Nc1cccc(F)c1)c1cccc(S(=O)(=O)N2CCOCC2)c1 | -10 | 5 | 3 | 5
CCOc1ccc(S(=O)(=O)Nc2ccc(O)c(Sc3ncn[nH]3)c2)cc1 | 5 | 18 | 22 | 18
CCOC(=O)c1c(C)n(C)c2ccc(OC(C)=O)cc12 | · | · | -8 | ·
COC(=O)CSc1nnc(-c2sc3cc(OC)ccc3c2Cl)n1C | · | · | 17 | ·
Cc1cccc(NCc2cc(Cl)cc(Cl)c2O)n1 | 10 | 25 | 10 | 25
CC(NC(=O)C1CCN(S(=O)(=O)N2CCCCCC2)CC1)c1ccccc1 (stereo unspecified) | 2 | -14 | 23 | -14
CCn1c(COc2ccccc2C)nnc1SCC(=O)O | 0 | 29 | 25 | 29

More compounds:
SMILES | Yeast tox | Yeast tox inhibition % | Yeast eIF2B | Yeast eIF2B mutant toxicity
Cc1cc(Nc2ccccc2)n(C(=O)c2ccccc2)n1 | 0 | 6 | 5 | 6
CCOc1cc(C2C(C#N)=C(N)OC3CCCC(=O)C32)ccc1OCCN1CCOCC1 (stereo unspecified) | 0 | 4 | 22 | 4
Cc1c(C(=O)OC(C)C)sc2nc[nH]c(=O)c12 | 8 | 3 | 11 | 3
CCc1nnc(NC(=O)CCC(=O)N2CCN(Cc3cc(Cl)ccc3OC)CC2)s1 | -16 | 0 | 23 | ·
Cc1cccc(NC(=O)Cn2c(=O)n(C)c3ccccc32)c1 | · | · | 9 | ·
CCOc1ccccc1N(CC(=O)Nc1cc(OC)ccc1OC)S(C)(=O)=O | 2 | 3 | · | ·
O=C(CCSc1nnc(-c2ccncc2)o1)Nc1cccc2ccccc12 | · | · | -11 | ·
CCn1c(CNC(=O)Cc2ccc(OC)cc2)nnc1SCC(=O)NC1CCCCC1 | -2 | 0 | · | ·
COc1ccc(NC(=O)/C(=C\c2ccc(OS(=O)(=O)c3ccc(C)cc3)cc2)NC(=O)c2ccccc2)cc1 | -10 | 10 | -58 | 10
O=C(COc1ccccc1)NCc1ccccc1 | 22 | 11 | · | ·
CCOC(=O)c1[nH]c2ccc(OC)cc2c1NC(=O)C(C)N1CCSCC1 (stereo unspecified) | -13 | -9 | 48 | -9
N#Cc1ccc(CSc2nnc(COc3ccccc3)n2-c2ccccc2)cc1 | -7 | 2 | · | ·
O=C(O)CCCCCNC(=O)c1ccc(Br)cc1 | 20 | 3 | 14 | 3
Cn1nc(-c2ccc(C(=O)O)cc2)c2ccccc2c1=O | 15 | 27 | 22 | 27
COc1cccc(N2CCN(CC(=O)c3c(C)[nH]c4ccccc34)CC2)c1 | 20 | 16 | 18 | 16
Cc1cc(C)nc(Sc2c(F)c(F)c(C(F)(F)F)c(F)c2F)n1 | 7 | -11 | 14 | -11
C=C(C)Cn1c(N2CCC(Cc3ccccc3)CC2)nc2c1c(=O)[nH]c(=O)n2C | 9 | 14 | 9 | 14
O=C(O)CCn1c2c(c3ccccc31)CCCC2 | 13 | 16 | 18 | 16
C=CCN=C1SCC(=O)N1S(=O)(=O)c1ccccc1 | 1 | -14 | · | ·
N#CC(c1nc2ccccc2nc1N1CCCC1)S(=O)(=O)c1cccs1 (stereo unspecified) | 16 | 12 | 10 | 12
CC(NS(C)(=O)=O)C(c1cccs1)N1CCN(c2ccccc2)CC1 (stereo unspecified) | 7 | 0 | -6 | ·
COc1ccc(-n2c(SCC(=O)Nc3ccc4c(c3)OCO4)nnc2C(C)N2CCCCC2)cc1 (stereo unspecified) | -3 | -17 | 32 | -17
CNC(=O)c1cc2ccccc2o1 | 18 | 0 | 6 | ·
O=C(Nc1ccc(F)cc1)c1cccnc1N1CCCCC1 | 16 | 0 | 20 | ·
Cc1ccc2c(c1)N(CC(=O)NCc1cccnc1)C(=O)CO2 | 3 | -13 | 59* | ·

Laid out differently: 2 of the compounds above
Order of results – Yeast tox, Yeast tox inhibition %, Yeast eIF2B, Yeast eIF2B mutant toxicity
CC(NS(C)(=O)=O)C(c1cccs1)N1CCN(c2ccccc2)CC1 (stereo unspecified)
    7, 0, -6, ·
COc1ccc(-n2c(SCC(=O)Nc3ccc4c(c3)OCO4)nnc2C(C)N2CCCCC2)cc1 (stereo unspecified)
    -3, -17, 32, -17

Next results:
SMILES | Yeast tox | Yeast tox inhibition % | Yeast eIF2B | Yeast eIF2B mutant toxicity
CCOC(=O)C1CN(S(=O)(=O)c2ccc(C)cc2)CCN1S(=O)(=O)c1ccc(C)cc1 (stereo unspecified) | 12 | 3 | -4 | 3
CCn1cc(C(=O)NCc2ccccc2)c(=O)c2cc(F)c(N3CCN(C(=O)c4ccco4)CC3)cc21 | -6 | 18 | · | ·
N#Cc1cc2c(nc1SCc1cccnc1)CCC2 | 11 | 28 | 29 | 28
NC(=O)C1CC=CCC1C(=O)OCC(Cl)=C(Cl)Cl (stereo unspecified) | 7 | -5 | 16 | -5
COc1cc(C2C(C(=O)c3cccs3)=C(O)C(=O)N2c2cc(C)on2)ccc1O (stereo unspecified) | 16 | -7 | 39 | -7
O=C(NC12CC3CC(CC(C3)C1)C2)N1CCCC(CO)C1 (stereo unspecified) | 5 | -24 | 14 | -24
CC(=O)c1ccc(-n2nnnc2SCC(=O)Nc2cccc(NC(=O)c3ccco3)c2)cc1 | -9 | -23 | 20 | -23
O=C(c1cccn2c(=O)c3cc(Br)ccc3nc12)N1CCN(c2ccccn2)CC1 | -1 | -3 | 24 | -3
COC(=O)c1[nH]c2ccc(Br)cc2c1NC(=O)C(C)N1CCN(C2CCCCC2)CC1 (stereo unspecified) | -11 | 17 | 0 | 17
Cc1nnc2c3cnn(-c4ccc(Cl)cc4)c3ncn12 | 7 | 0 | 15 | ·

Entries of single compounds, quoted from the list. Screens in order: Yeast tox, Yeast tox inhibition %, Yeast eIF2B, Yeast eIF2B mutant toxicity
N#Cc1cc2c(nc1SCc1cccnc1)CCC2 as listed: 11, 28, 29, 28
CC(=O)c1ccc(-n2nnnc2SCC(=O)Nc2cccc(NC(=O)c3ccco3)c2)cc1 as listed: -9, -23, 20, -23
O=C(NC12CC3CC(CC(C3)C1)C2)N1CCCC(CO)C1 (stereo unspecified) as listed: 5, -24, 14, -24
CCn1cc(C(=O)NCc2ccccc2)c(=O)c2cc(F)c(N3CCN(C(=O)c4ccco4)CC3)cc21 as listed: -6, 18, ·, ·
O=C(c1cccn2c(=O)c3cc(Br)ccc3nc12)N1CCN(c2ccccn2)CC1 as listed: -1, -3, 24, -3

These rows are one share of the data, so the mix of outcomes need not match the whole.
